AID inhibitor – inhibitors of human activation induced cytidine deaminase; Potency, µM (highest dose often 115 µM), for the others: top-dose activity change, negative = inhibition, most hits filed as inhibitors; AID deamination FRET fluorescence, UDG-coupled, 4 h; AID 1347428; Q9GZX7; 0.32% of 91,000 active; further: nearly all actives have a fitted effect of over 25% in size
Target sequence (Q9GZX7 whole entry, looked up): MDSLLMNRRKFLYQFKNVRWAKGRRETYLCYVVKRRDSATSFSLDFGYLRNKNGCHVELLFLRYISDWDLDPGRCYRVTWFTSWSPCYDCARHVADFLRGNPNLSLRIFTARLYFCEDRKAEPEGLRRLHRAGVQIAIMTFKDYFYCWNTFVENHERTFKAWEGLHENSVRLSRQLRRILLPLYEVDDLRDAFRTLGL
UDG counterscr – blocks uracil-DNA glycosylase in AID counter-screen; AID 1347430; Potency, µM (top dose mostly 115 µM), for the others: at the top dose activity change, negative = inhibition, most hits filed as inhibitors; FRET deamination/UDG coupled assay, UDG read, 4 h; 0.14% of 91,000 active; further: nearly all actives have a fitted effect of over 65% in size
An asterisk follows results filed as active; ? = inconclusive; [ ] = remark or other dose. The call rests on the fitted dose curve; in most records, active means well fitted curve in the direction sought with a large enough effect; inconclusive means small, poorly fitted or top-dose-only effect, or another doubt; inactive means no such curve, though single readings can be large; an effect the other way counts as inactive or inconclusive. On the % scale 0 is the no-effect control and ±100 the full control effect; potency means the concentration at half of the fitted maximal effect. These rows are one share of the data; count on the stated rates, not on these rows.

Value order: AID inhibitor	UDG counterscr
N#Cc1nc(-c2ccco2)oc1N1CCN(CC(=O)N(Cc2ccccc2F)C2CC2)CC1
 : -10%	-2%
Cc1cccc(-c2noc(-c3ccccc3C(=O)NCC3CCCO3)n2)c1 (configuration not stated)
 : -2%	-4%
COc1ccc2c(C)c(CC(=O)N3CCN(C(=O)C4COc5ccccc5O4)CC3)c(=O)oc2c1 (configuration not stated)
 : -4%	2%
O=C(CC1C=CCC1)N(Cc1cccs1)C1CC1 (configuration not stated)
 : 7%	10%
COC(=O)c1c(-c2cccs2)csc1NC(=O)c1cc(OC)c(OC)c(OC)c1
 : 102%	-6%
Cn1c(=O)c2c(SCC(=O)N3CCc4ccccc43)nc(-c3ccc(Cl)cc3)nc2n(C)c1=O
 : -1%	3%
O=C(c1ccccc1F)N1c2nc(-c3ccco3)nn2C2(CCCCC2)[C@@H]2CCCC[C@@H]21
 : 4%	-7%[57.5 µM]
C=CCN(C(=O)Cc1cccc2cccnc12)C1CCS(=O)(=O)C1 (configuration not stated)
 : 8%	4%
CNC(=O)CCc1c(C)nc2c(c(OC)nn2C)c1C
 : 3%	-6%
Cc1ccc(C)n1-c1nnc(N2CCCC(C(=O)NCc3cccc(F)c3)C2)s1 (configuration not stated)
 : 12%	-12%
CCN(CC)S(=O)(=O)c1ccc2c(c1)N(CC(=O)N1CCN(c3cccc(C(F)(F)F)c3)CC1)C(=O)CO2
 : ?	-13%
CCCOc1ccc(C(F)(F)F)cc1N
 : -5%	-1%
CCOC(=O)c1cc(-c2ccccc2)n(CC(=O)NCc2ccc(C)cc2)c1C
 : 1%	-1%[57.5 µM]
CN1C(=O)c2ccccc2Sc2ccc(NC(=O)NCc3ccccc3Br)cc21
 : -10%	-4%[57.5 µM]
CCOc1ccc(/C=C(\C#N)c2nc3ccccc3c(=O)[nH]2)cc1OC
 : 32%[activator]	1%
CNC(=O)c1ccc(C)c(NC(=O)c2ccc3c(c2)CCCC3)c1
 : -4%	5%
Nc1ccc(S(N)(=O)=O)cc1[N+](=O)[O-]
 : 12%	13%
O=C(Nc1ccc(C(F)(F)F)cc1)C1CCCC1
 : 1%	4%
CCCCCCCCS(=O)CCC(N)=O (configuration not stated)
 : -6%	-1%
CCCC1CCC(c2ccc(C(=O)Oc3cncc(Cl)c3)cc2)CC1 (configuration not stated)
 : -3%	2%
Cc1ccc(-c2nc(CNC(=O)C(C)Oc3ccc(F)cc3)cs2)cc1 (configuration not stated)
 : -17%	-7%
CCc1cccc(N(CC)C(=O)Cn2nc(Cc3ccncc3)c3ccccc3c2=O)c1
 : -4%	0%
Cc1cccc(-c2nc(SCC(=O)Nc3cccc(C(F)(F)F)c3)n3[nH]c(=O)cc3n2)c1
 : -26%	-10%
CCCCCCn1nc(C(=O)OCC(=O)N2c3ccccc3NC(=O)C2(C)C)c2ccccc2c1=O
 : -9%	-5%
COc1ccc(S(=O)(=O)N2CCC(C(=O)Nc3ccc(Oc4ccccc4)cc3)CC2)cc1OC
 : -8%	-5%
O=CNC12CC3CCC(CC(C3)C1)C2
 : -1%	4%
COC(=O)C1=C(C(=O)OC)SC(=C(Cl)C(=S)Nc2ccccc2)S1
 : 5%	4%
CCCNC(=O)CN(C)C(=O)NC(c1ccc(C(C)C)cc1)C(C)C (configuration not stated)
 : -6%	-9%
Cn1ccnc1C(NC(=O)c1nn(C)c(=O)c2ccccc12)c1ccccc1 (configuration not stated)
 : 2%	-6%
CCCN(CCc1ccccc1)C1CCc2c(O)cccc2C1 (configuration not stated)
 : 0%	0%
CC(C)Cc1ccc(C(=O)O)s1
 : -1%	-8%
O=C(COC(=O)c1ccc(S(=O)(=O)C(F)F)cc1)c1ccc(F)cc1
 : 18%	-1%
CCC(C)(C)C1CCc2c(sc(NC(=O)CC(C)C)c2C#N)C1 (configuration not stated)
 : -4%	5%
N#C/C(=C/c1cccc(F)c1)S(=O)(=O)c1ccc(Cl)cc1
 : -15%	8%
CCN(C(=O)CCn1cnc2onc(-c3ccc(F)cc3)c2c1=O)c1ccc(OC)cc1
 : -11%	0%
C=CCNC(=O)c1ccccc1NC(=O)c1cnccn1
 : 10%	-1%
Cc1cc(C)n(-c2nc3c(c(=O)n(C)c(=O)n3C)n2C/C=C/c2ccccc2)n1
 : -6%	3%
Nc1ccc(-c2nc3ccc(-c4nc5ccc(N)cc5[nH]4)cc3[nH]2)cc1
 : ?	?
CCC(C)C(NC(N)=O)C(=O)NCCc1ccc(Cl)cc1 (configuration not stated)
 : -2%	1%
Cc1cc(-c2ccccc2)n2nc(-c3cccc(Br)c3)cc2n1
 : -7%	0%

Gathered by group, those above with an aryl thioether with sulfur outside any ring
Value order: AID inhibitor	UDG counterscr
Cn1c(=O)c2c(SCC(=O)N3CCc4ccccc43)nc(-c3ccc(Cl)cc3)nc2n(C)c1=O
 : -1%	3%
Cc1cccc(-c2nc(SCC(=O)Nc3cccc(C(F)(F)F)c3)n3[nH]c(=O)cc3n2)c1
 : -26%	-10%

Additional compounds follow:
Value order: AID inhibitor	UDG counterscr
CCCCn1c(CNC(=O)c2ccc(OC)cc2)nnc1SCC(=O)Nc1ccccc1
 : -9%	5%
N#Cc1ccc(NCCNc2cnccn2)nc1
 : 10%	5%
Cc1ccc(C(=O)CSc2nc3nc[nH]c3c(=O)[nH]2)cc1
 : 4%	10%
CCOc1ccc(CCNC(=O)CN2C(=O)COc3ccc(S(=O)(=O)N4CCCCCC4)cc32)cc1
 : 24%	21%
COC(=O)c1ccc(C2c3c(oc4cc(C)c(C)cc4c3=O)C(=O)N2c2ccccn2)cc1 (configuration not stated)
 : -2%	6%
O=C(Nc1cc(C(F)(F)F)ccc1Cl)c1cc(-c2ccc3c(c2)OCCO3)on1
 : 11%	45%[activator]
CCNC(=O)NC(=O)C(C)N(C)CCC(=O)NC (configuration not stated)
 : 4%	4%
COc1cccc(-n2c(=O)c3c(C)c(C)sc3n(CC(=O)NCCc3ccc(OC)c(OC)c3)c2=O)c1
 : -4%	15%
COCCN1C(=O)c2ccccc2C(C(=O)Nc2ccc(C(=O)OC)cc2)C12CCCC2 (configuration not stated)
 : -1%	-4%
COc1ccc(/C=C(/C#N)c2nc3ccc(C)cc3[nH]2)cc1O
 : 3%	-2%
COc1ccc(C(=O)Nc2ccc(N3CCOCC3)c(C(F)(F)F)c2)cc1OC
 : -13%	-9%
CCOc1ccc(NC(=O)c2cc(=O)[nH]c3ccccc23)cc1
 : 7%	0%
CCNc1nc(NC(C)(C)C)nc(Oc2ccc(=O)n(C)n2)n1
 : -8%	-20%
Cc1ccc(N2CC(C(=O)Nc3c(C)nn(C)c3C)CC2=O)cc1 (configuration not stated)
 : 1%	-4%
Fc1ccccc1Nc1ncnc2c1nc1n2CCCCC1
 : -12%	-3%
COc1cc(/C=C(/C#N)C(=O)c2c(Cl)cccc2Cl)cc(OC)c1
 : 0%	-8%
COc1cc(C2NC(=O)N(C)C3=C2C(=O)N(c2ccccc2)C3)ccc1O (configuration not stated)
 : -12%	2%
CC(C)NC(=O)NC(=O)COc1ccc(C(=O)c2ccc(F)cc2)cc1
 : 7%	8%
CCc1cc(C(=O)O)c2c(C3CC3)nn(-c3ccccc3F)c2n1
 : 1%	1%
CC(C)(C)c1ccc(C(=O)Nc2ccc(Cl)cn2)cc1
 : -1%	9%

Some values from the entries so far.
Reading for CCN(C(=O)CCn1cnc2onc(-c3ccc(F)cc3)c2c1=O)c1ccc(OC)cc1 under AID inhibitor: -11%
Reading for COC(=O)C1=C(C(=O)OC)SC(=C(Cl)C(=S)Nc2ccccc2)S1 under UDG counterscr: 4%

One compound at a time, as listed above. Values in the order: AID inhibitor, UDG counterscr
C=CCNC(=O)c1ccccc1NC(=O)c1cnccn1 across the screens: 10%, -1%
Cn1ccnc1C(NC(=O)c1nn(C)c(=O)c2ccccc12)c1ccccc1 (configuration not stated) across the screens: 2%, -6%

Next section.
canonical_smiles	AID inhibitor	UDG counterscr
Cc1cccc(NC(=O)CC2(C(=O)O)CCCCC2)c1C	0%	8%
Brc1ccc2[nH]c3c(c2c1)CCCC3	15%	-13%
CN(C(=O)c1ccccc1)N(C)C(=O)c1ccccc1	-6%	-1%
CCCn1nc(C(=O)Nc2nnc(C3CC3)s2)c2ccccc2c1=O	-6%	-8%
COc1ccc(Cl)cc1NC(=O)COc1ccccc1OC	-13%	5%
CC1=C(/C=C/C(C)=C/C=C/C(C)=C\C(=O)O)C(C)(C)CCC1	-11%	-6%
CCc1ccc(C(C)NC(=O)Cn2cnc(C#N)n2)cc1 (configuration not stated)	1%	4%
CC(=O)C1=C(c2ccc(Cl)cc2)N(C(C)=O)n2c(nnc2C2CCCCC2)S1	33%[activator]	-8%
COc1ccc(N2CCN(C(CNC(=O)C(=O)NCCc3ccccc3)c3cccnc3)CC2)cc1 (configuration not stated)	6%	-4%
Cc1cccc(OCC(=O)Nc2ccc(-c3nc4cc(C)ccc4o3)c(O)c2)c1	20%	3%
CC(=O)Nc1ccc(NC(=O)CSc2nccn2C)cc1	-12%	-5%
CCOc1ccc(NC(=O)c2n[nH]c3ccccc23)cc1S(=O)(=O)N1CCCC1	0%	3%
CCc1ccc(Nc2ncnc3c2cnn3-c2cccc(C)c2)cc1	-7%	-8%
CCOCCCNC(=O)CC1CC2CCC1C2 (configuration not stated)	16%	6%
Cc1ccc(NC(=O)c2oc3ccc(S(=O)(=O)N4CCC5(CC4)OCCO5)cc3c2C)cc1C	2%	-6%
COc1ccc(-n2c(=O)c3ccc(C(=O)NCc4ccc(C)cc4)cc3n(Cc3ccc(C)cc3)c2=O)cc1	5%	9%

Shown with each value named: entries from further up
> CCOCCCNC(=O)CC1CC2CCC1C2 (configuration not stated)
  AID inhibitor = 16%
  UDG counterscr = 6%

> COc1ccc(-n2c(=O)c3ccc(C(=O)NCc4ccc(C)cc4)cc3n(Cc3ccc(C)cc3)c2=O)cc1
  AID inhibitor = 5%
  UDG counterscr = 9%

> CCc1ccc(Nc2ncnc3c2cnn3-c2cccc(C)c2)cc1
  AID inhibitor = -7%
  UDG counterscr = -8%

> CC(=O)Nc1ccc(NC(=O)CSc2nccn2C)cc1
  AID inhibitor = -12%
  UDG counterscr = -5%

Next section
canonical_smiles	AID inhibitor	UDG counterscr
CCC12CC3CC(CC(N)(C3)C1)C2	-3%	-2%
Cc1csc2nc(COC(=O)c3ccc(NC(=O)c4ccccc4Br)cc3)cc(=O)n12	?	-16%
CCOc1ccccc1Oc1coc2cc(OC)ccc2c1=O	3%	-5%
COC(=O)c1ccc(/C=N/O)cc1	-1%	3%
Cc1cccc(C)c1NC(=O)Cc1c(C)nc2nc(-c3cccs3)nn2c1C	-3%	0%
Cc1ccc(C)c(NC(=O)N2CCN(C)c3ncccc32)c1	10%	-5%
O=C(N/N=C/C1CC2CCC1C2)c1ccccc1[N+](=O)[O-] (configuration not stated)	-1%	-4%
Cc1cc(C)c(/C=C/c2onc(C)c2S(=O)(=O)N2CCC(C(=O)N3CCN(c4ccc(Cl)cc4)CC3)CC2)c(C)c1	-7%	-2%
CCC(C(=O)NC1CC1)c1ccccc1 (configuration not stated)	9%	4%
COC(=O)c1ccc(C2CC(=O)Nc3c2c(C)nn3-c2nc(C)cc(C)n2)cc1 (configuration not stated)	-3%	-6%
CC(=O)c1ccccc1NCC(=O)NCC(F)(F)F	1%	0%
Cc1ccc(-n2nc(CO)c(C(=O)NCc3cccs3)n2)cc1	6%	-2%[57.5 µM]
CCN(CC)CCCNC(=O)c1ccc(Cn2c(=O)[nH]c3cc(OC)c(OC)cc3c2=O)cc1	-13%	-15%
COc1cc(OC)cc(C(=O)NCCc2csc(-c3ccccn3)n2)c1	-12%	1%
CCOC(=O)c1cccc(NS(=O)(=O)c2cn(C)c(C)n2)c1	38%[activator]	1%
Cc1cc(C)n2nc(NCc3ccccc3Cl)nc2n1	-4%	-3%
O=C(O)CCSc1nnc(-c2ccc(Cl)cc2Cl)o1	-2%	-3%
N#Cc1ccccc1OCc1ccc(C(=O)O)o1	-8%	4%
O=C(Nc1cccc(NC(=O)c2ccc(Br)o2)c1)c1ccccc1	-7%	1%
Cc1cccc2cc(CN(CC3CCCO3)S(=O)(=O)c3ccccc3)c(=O)[nH]c12 (configuration not stated)	-1%	5%
Cc1ccc2c(CSc3nc(N)cc(N)n3)cc(=O)oc2c1C	-11%	9%
CC1CN(C(=O)CCc2ncc(-c3ccc(Cl)cc3)o2)CCO1 (configuration not stated)	-5%	-1%
O=C(CSC1CCCCC1)c1ccc(O)cc1O	4%	1%
COc1cccc(NC(=O)CSc2nc3ccc(NC(=O)c4ccco4)cc3s2)c1	?	-9%
Cc1ccc(NC(=O)Cn2c(=O)n(Cc3ccccc3)c(=O)c3c(C)c(C)sc32)c(C)c1	5%	-8%
Cc1ccc(CNC(=O)CCCn2c(=O)c3ccccc3n(CC(=O)C(C)(C)C)c2=O)cc1	-9%	-1%
CCc1ccc2nc(N(Cc3cccnc3)C(=O)c3cccs3)sc2c1	5%	0%
CCN1CCN(c2oc(-c3ccc(COc4ccccc4C)o3)nc2C#N)CC1	?	-10%
Cc1nc(N)c(S(=O)(=O)c2ccccc2)c(Nc2ccc(Br)cc2)n1	17%	15%
C=CCSC1=N/C(=C\c2ccc(SC)cc2)C(=O)S1	-9%	-11%
CN(C)c1ccc(C#N)cc1	-1%	10%
CC(=O)Nc1ccc(NC(=O)c2cc(C3CC3)nc3ccccc23)cc1	1%	11%
CCOc1ccc(CCNC(=O)c2cnc3sc(N4CCOCC4)nn3c2=O)cc1	6%	-1%
CC(=O)c1ccc(N2C(=O)N(Cc3ccc(F)cc3)c3ccccc3S2(=O)=O)cc1	-8%	-12%
COc1ccc(Cl)cc1S(=O)(=O)N1CCC(c2ccncc2)CC1	-2%	-4%
Cc1cccc(NC(=O)CCc2nnc3ccc(N4CCC(C)CC4)nn23)n1	-1%	-9%

Screens as filed in PubChem BioAssay.
